# BRCA1 expr up – increases BRCA1 expression; Potency, µM (doses to about 46.1 µM), without a hit: at the top dose activation, usual class: activators; 380,000 compounds, 1.1% hits; MCF7-BRCA1-FFLuc reporter, luminescence, 48 h; response scale: scaled: vehicle 0%, 10 µM genistein 100%; AID 624202; also: potency is read from the fitted curve at half-maximal effect; nearly all actives have a fitted effect of over 80% in size; some results filed as inactive show a strong effect at the top dose
#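 Using MCF7 cells harboring a BRCA1 firefly luciferase reporter, plated 2 h before compound pinning, the screen measured luminescence after 48 h incubation. Responses were normalized to DMSO and 10 microM genistein, then fitted for concentration-effect.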
# Menin-MLL TR inh – displaces Texas Red mutant MLL peptide from human menin | O00255 | Menin + Texas Red MLL mutant peptide, fluorescence polarization | Potency, µM (series often up to 61.6 µM), for inactives: top-dose FP activity change, negative = inhibition, most hits filed as inhibitors | 270,000 compounds, 0.23% hits; active = well fitted inhibition curve with a large enough effect in the polarisation, with a control signal flat, not every such curve was filed as active; inconclusive = small, poorly fitted or top-dose-only effect, or effect the other way, or a change in a side signal; inactive = no such curve, though single readings can be large or run the other way; the % refers to the polarisation; also: potency is read from the fitted curve at half-maximal effect; % of control where 0% means no effect; many of its hits are not listed in these tables
# p53 reactivator – mutant p53 re-activation in reporter cells | H1299 p53-A138V BP100-luciferase reporter, luminescence, 24 h | Potency, µM (highest dose often 92.2 µM), for inactives: at the top dose activity change, positive = activation, actives largely listed as activators | 320,000 compounds, 0.063% hits | AID 504706; also: potency is read from the fitted curve at half-maximal effect; % of control where 0% means no effect; nearly all actives have a fitted effect of over 45% in size
#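 H1299 (p53-null), stable ts p53-A138V + BP100-Luc; 1000 cells/well, Opti-MEM/10% FBS; cpd 4 pt, 1:5; 24 h, 37 deg C, 5% CO2; detection reagent 10 min RT; luminescence.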
# Rab9 prom act – Rab9 promoter activation. AID 485297. 320,000 compounds, 2.8% hits. Potency, µM (top dose mostly 9.22 µM), without a hit: at the highest dose activation, negative = inhibition, actives largely listed as activators. Huh7 Rab9 promoter-luciferase reporter, luminescence, 24 h; also: potency is read from the fitted curve at half-maximal effect; % of control where 0% means no effect; nearly all actives have a fitted effect of over 60% in size
#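 Stable Rab9-luc Huh7, 1500 cells/well, 2 h settle; cmpd in DMSO, 24 h, 37 °C/5% CO2; luciferase reagent 10 min RT; luminescence.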
# FLuc counter – counter-screen for miR-21 project: firefly luciferase inhibitors or activators; purified FLuc, Km substrates, luminescence inhibition; Potency, µM (titrated, usually from 57.5 µM), for the others: top-dose activity change, negative = inhibition, hits mostly inhibitors; 360,000 compounds, 6.9% hits; AID 588342;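 also: potency is read from the fitted curve at half-maximal effect; plate controls were vehicle for no effect and reference inhibitor for full effect; nearly all actives have a fitted effect of over 55% in size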
# Target sequence (P08659 whole entry, looked up): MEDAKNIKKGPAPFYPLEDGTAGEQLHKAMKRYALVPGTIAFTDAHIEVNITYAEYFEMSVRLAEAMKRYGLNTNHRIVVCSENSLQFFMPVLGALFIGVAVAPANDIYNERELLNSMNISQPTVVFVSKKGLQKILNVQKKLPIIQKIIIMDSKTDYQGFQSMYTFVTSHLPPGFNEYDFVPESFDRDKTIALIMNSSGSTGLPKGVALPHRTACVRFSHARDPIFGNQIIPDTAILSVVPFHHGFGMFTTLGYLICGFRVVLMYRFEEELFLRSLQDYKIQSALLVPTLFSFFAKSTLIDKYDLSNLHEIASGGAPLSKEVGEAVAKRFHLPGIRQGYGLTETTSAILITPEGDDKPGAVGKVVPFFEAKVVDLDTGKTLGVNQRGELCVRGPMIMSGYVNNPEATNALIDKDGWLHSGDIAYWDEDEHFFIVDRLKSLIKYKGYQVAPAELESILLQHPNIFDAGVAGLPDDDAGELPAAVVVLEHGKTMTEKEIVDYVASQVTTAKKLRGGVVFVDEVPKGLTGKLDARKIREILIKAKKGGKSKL
#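 Purified P. pyralis luciferase, 10 nM final, with Km-level 10 uM D-luciferin and 10 uM ATP in 50 mM Tris acetate pH 7.5, 10 mM Mg acetate, 0.01% Tween-20, 0.05% BSA; 6-point qHTS titration about 60 µM downward; luminescence read.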
# ELG1 genotox – induces genotoxicity in HEK293T cells with luciferase-tagged ELG1; HEK293T ELG1-luciferase reporter, luminescence, 16 h; Potency, µM (series often up to 46 µM), without a hit: at the top dose activity change, positive = activation, hits mostly activators; 330,000 compounds, 1.3% hits; also: potency is read from the fitted curve at half-maximal effect; % of control where 0% means no effect; nearly all actives have a fitted effect of over 60% in size
#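 HEK293T cells expressing luciferase-tagged ELG1 were treated with compound or DMSO for 16 hr at 37°C. Luciferase activity was then read after 30 min with ONE-Glo at room temperature; rising signal flags genetic stress.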
# NPC1 prom act – activates the NPC1 promoter. Huh7 NPC1 promoter luciferase reporter, 24 h. Potency, µM (highest dose often 9.22 µM), for inactives: top-dose activation, most hits filed as activators. 320,000 compounds, 2.4% hits;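 also: potency is read from the fitted curve at half-maximal effect; % of control where 0% means no effect; nearly all actives have a fitted effect of over 60% in size; reporter is driven by a mutant NPC1 promoter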
#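 Cells: Huh7 expressing luciferase under the NPC1 promoter, 1500/well. Seeded 2 h, compound added, incubated 24 h at 37 °C. Luciferase reagent, 10 min ambient, then luminescence.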
# RORg inh – inhibitors of mouse ROR gamma transcriptional activity | AID 2551 | Drosophila S2 Gal4-RORgamma UAS-luciferase reporter, 20 h | 310,000 compounds, 5.4% hits | Potency, µM (top dose mostly 53.6 µM), for the others: at the highest dose activity change, negative = inhibition, most hits filed as inhibitors | P51450; also: potency is read from the fitted curve at half-maximal effect; % is scaled to controls: 0 for no effect and ±100 for the full control effect; nearly all actives have a fitted effect of over 60% in size
# Target sequence (P51450 whole entry, looked up, the tested form may be a part): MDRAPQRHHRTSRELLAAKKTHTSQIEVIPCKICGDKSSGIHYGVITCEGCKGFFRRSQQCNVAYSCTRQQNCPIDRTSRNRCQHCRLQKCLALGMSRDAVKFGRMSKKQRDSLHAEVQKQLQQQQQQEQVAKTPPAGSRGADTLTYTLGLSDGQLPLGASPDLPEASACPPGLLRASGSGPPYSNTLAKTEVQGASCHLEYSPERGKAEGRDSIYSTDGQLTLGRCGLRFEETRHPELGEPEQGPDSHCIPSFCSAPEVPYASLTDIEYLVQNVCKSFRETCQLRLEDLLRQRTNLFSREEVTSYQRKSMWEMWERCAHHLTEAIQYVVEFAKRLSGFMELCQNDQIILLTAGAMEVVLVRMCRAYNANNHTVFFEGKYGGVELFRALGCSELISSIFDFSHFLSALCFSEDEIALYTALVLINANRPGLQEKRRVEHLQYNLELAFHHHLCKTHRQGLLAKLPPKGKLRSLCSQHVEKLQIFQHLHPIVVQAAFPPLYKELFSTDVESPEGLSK
#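 In this cell-based reporter format, copper sulfate (700 uM final) drives Gal4–ROR gamma fusion expression from a metallothionein promoter in Drosophila Schneider cells; compounds preincubated 1 hr, reporter read after 20 hr at ambient temperature.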
# Gal4-VP16 FLuc – Gal4-VP16 reporter inhibition counter-screen | Drosophila S2 Gal4-VP16 UAS-luciferase, luminescence, 20 h | Potency, µM (doses to about 53.6 µM), for the others: top-dose activity, negative = inhibition, most hits filed as inhibitors | 310,000 compounds, 3.5% hits;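 also: Gal4-VP16 expression switched on by copper sulfate through the metallothionein promoter; potency is read from the fitted curve at half-maximal effect; % is scaled to controls: 0 for no effect and ±100 for the full control effect; nearly all actives have a fitted effect of over 50% in size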
# PKM2 activator – increases activity of human pyruvate kinase M2; P14618; purified PKM2, Kinase-Glo ATP luminescence, activation; response scale: 0% is enzyme alone, no compound; Potency, µM (top dose mostly 57.5 µM), for inactives: at the top dose activation, most hits filed as activators; 260,000 compounds, 0.34% hits; also: potency is read from the fitted curve at half-maximal effect; % is scaled to controls: 0 for no effect and ±100 for the full control effect; nearly all actives have a fitted effect of over 55% in size
#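 Purified hPK-M2 (>95%) run at intermediate activity with 0.1 mM ADP and 0.5 mM PEP in 50 mM imidazole pH 7.2, KCl, MgCl2; 1 h room temperature. ATP formed read by Kinase-Glo luminescence; normalized to uninhibited and no-enzyme controls.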
# Giardia killer – kills Giardia lamblia; activity change, % at 7.66 µM, hits read low; AID 540267; Giardia lamblia trophozoite viability; 340,000 compounds, 0.15% hits; in the data active = activity change below about -80%; inconclusive = between about -30% and that limit;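 also: parasites exposed to compound for two days anaerobically before the ATP read; % is scaled to controls: 0 for no effect and ±100 for the full control effect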
#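 Anaerobic 48 hrs incubation at 37 deg C of 100 trophozoites/well with test compounds; ATPLite 1-Step luminescence, 15-30 min RT, reports cellular ATP as viability.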
# An asterisk follows results filed as active; ? = inconclusive; . = no result given; & = joins results of further samples; [ ] = remark or other dose. Unless noted, calls follow the shape of the dose curve; as a rule, active = well fitted curve in the direction sought with a large enough effect; inconclusive = small, poorly fitted or top-dose-only effect, or another doubt; inactive = no such curve, though single readings can be large; an effect the other way counts as inactive or inconclusive.
SMILES | BRCA1 expr up | Menin-MLL TR inh | p53 reactivator | Rab9 prom act | FLuc counter | ELG1 genotox | NPC1 prom act | RORg inh | Gal4-VP16 FLuc | PKM2 activator | Giardia killer
COc1ccc(CNC(=O)C(c2ccncc2)N(C(=O)Cc2cccs2)c2ccccc2)cc1 (centres undefined) | 2.1% | 1.9% | -2.0% | -1.8% | 4.3% | -3.2% | -3.7% | 28.7% | 1.5% | 8.8% | 4.9
Cc1noc(C)c1C(=O)OC(C)C(=O)Nc1ccc(S(=O)(=O)NC(C)C)cc1 (centres undefined) | -35.3% | 9.7% | -2.1% | -0.3% | 4.2% | -1.6% | -4.4% | 26.7% | 10.0% | -1.2% | 10.5
COc1ccccc1/C=N/NC(=O)CNC(=O)c1ccc(S(=O)(=O)N(C)C)cc1 | 3.3% | 18.9% | -2.8% | -1.4% | -5.8% | 0.1% | 2.4% | -15.5% | -4.8% | -8.1% | 12.5
COc1ccc(C(=O)NCC(=O)N/N=C/C=C/c2ccccc2)cc1OC | -0.5% | 0.0% | 3.4% | -3.8% | ? | 11.5% | -2.2% | 10.3% | -0.3% | -2.9% | 0.0
Cc1ccc(-c2[nH]nc(N)c2N=Nc2ccccc2C)cc1 | -68.8% | ? | -13.7% | -3.8% | 1.5% | 0.6% | 0.0% | -22.9% | -5.0% | 2.3% | -0.4
Cc1ccc(CNC(=O)c2cc(-c3ccccc3C)n(CC3CC(c4cccc([N+](=O)[O-])c4)=NO3)n2)cc1 (centres undefined) | -20.6% | . | -2.8% | -2.9% | 1.2% | -3.5% | 0.2% | . | . | . | ?
c1ccc(CNc2nc(-c3cccnc3)nc3ccccc23)cc1 | -29.0% | 31.8%&23.4%[activator] | -1.6% | 2.5% | 2.2% | -1.7% | -3.6% | 21.6%&1.1% | 7.7%&-2.8% | . | -1.0
O=C(CN1CCN(c2ccc(Cl)cc2)CC1)NCc1cccs1 | -0.4% | -2.6% | -3.5% | -4.1% | -1.9% | -9.0% | -4.5% | 11.9% | 5.3% | 1.7% | 12.1
Cn1cnc2c1c(=O)n(Cc1cccc(Cl)c1)c(=O)n2C | -28.3% | -14.1% | -0.1% | -2.9% | -1.5% | 4.3% | -1.8% | 1.8% | 0.5% | . | -0.7
O=C(CN1C(=O)c2ccccc2C1=O)Nc1ccc2c(c1)OCO2 | 18.6% | -3.3% | 6.0% | 1.4% | -4.3% | 8.1% | 3.0% | -3.9% | 6.2% | -1.3% | 7.1
Cc1cc(Cl)ccc1C(=O)C1CCCN(C(=O)CCn2cncn2)C1 (centres undefined) | 2.5% | . | -9.4% | 0.2% | 2.2% | -11.4% | -0.6% | 0.4% | 0.9% | -8.0% | -25.2
O=S(=O)(Nc1ncccn1)c1cc(Cl)ccc1Cl | -35.9% | 15.7% | 1.9% | 0.1% | -1.1% | -2.8% | -3.5% | -19.0% | 1.3% | 1.5% | 22.8
O=C(CNC(=O)c1ccc(N2C(=O)c3ccccc3C2=O)cc1)OCC(=O)c1ccccc1 | -26.7% | -6.6% | -8.6% | -1.9% | -5.9% | 2.4% | 4.5% | 17.2% | -2.2% | -12.3% | -27.0
C/C(=N\NC(N)=O)c1ccc(Cl)cc1 | -7.8% | 23.8% | 0.9% | -4.3% | -1.7% | 2.2% | 0.3% | 2.8% | 3.2% | -1.7% | 0.4
O=C(C1=C[C@@H](C2CC2)C[C@@H](OCCCCO)O1)N1CCN(Cc2ccccc2)CC1 | 13.6% | ? | -1.4% | 7.3% | -1.2% | -0.8% | -4.7% | 18.8% | 1.7% | -1.5% | -9.5
O=C(Nc1ccccc1)/C(=C/c1cccnc1)NC(=O)c1ccccc1 | -14.6% | 16.9% | -1.5% | 0.4% | -0.9% | 2.6% | -1.5% | -12.2% | 8.1% | . | -19.5
O=C(Cn1ccc2ccccc2c1=O)NCCC(=O)NC1CCN(Cc2ccccc2)CC1 | 0.0% | -16.3% | . | -2.6% | -6.3% | -10.8% | 1.4% | -19.0% | ? | -20.9% | -18.4
CCCn1c(SCC(=O)c2cc(C)n(-c3ccc4c(c3)OCO4)c2C)n[nH]c1=O | -56.4% | -27.9% | -9.0% | -16.9% | -13.2% | -0.2% | -8.7% | ? | ? | 1.6% | 2.3
COc1cc(C(=O)Nc2cc(-c3ccccc3)[nH]n2)cc(OC)c1OC | -64.2% | ? | -14.3% | 12.1% | ? | -0.6% | -4.3% | -5.3% | 14.3% | ? | -0.6
COc1ccccc1OCCC(=O)OCC(=O)NCc1ccc(Cl)cc1 | -5.0% | -13.0% | -1.4% | 2.9% | -3.3% | 0.1% | 0.0% | 3.6% | -1.6% | -3.7% | 17.0
N=C1C(c2nc(-c3ccc(F)cc3)cs2)=C(O)CN1CCCN1CCOCC1 | -13.3% | 25.6% | -8.3% | 0.3% | -2.9% | -1.3% | -8.0% | -2.2% | -12.8% | -0.4% | 27.2
CCOC(=O)Cn1nnnc1CN(Cc1ccc(OC)cc1)Cc1cc2cc(C)ccc2[nH]c1=O | -16.1% | 3.0% | -0.1% | -7.0% | -0.1% | -5.2% | -9.2% | ? | -18.0% | 1.5% | 0.9
COc1ccc2sc(-c3ccccc3OC)c(-c3ccc4c(c3)OCCO4)c2c1 | -37.9% | . | 8.3% | -6.2% | -3.0% | -2.2% | -5.7% | . | . | . | -7.6
CCC(C)NC(=O)COc1ccc(OCc2ccccc2)cc1 (centres undefined) | 14.0% | -14.5% | -0.7% | 0.9% | ? | -5.2% | -0.3% | 5.3% | -8.8% | -2.6% | 5.8
Cc1ccc(CC2SC(N=C(N)N)=NC2=O)cc1 (centres undefined) | 1.2% | 11.6% | -0.4% | 0.3%[1.84 µM] | -1.7% | 5.5% | -2.5% | -14.8% | -10.4% | . | -9.8
CCOC(=O)N1CCN(C(=O)/C=C/c2c(C)nn(-c3ccc(F)cc3)c2Cl)CC1 | -17.4% | ? | 0.9% | 0.9% | -1.7% | -10.1% | -6.0% | 12.3% | -7.2% | 2.3% | -8.0
COc1ccnc(Oc2ccc(F)cc2)c1C(=O)N/C=N/OCc1ccc(Cl)cc1Cl | -11.5% | 17.0% | -6.4% | 0.4% | 3.9% | -9.8% | -3.7% | 0.7% | -7.7% | -1.2% | 23.5
CC(C)(C)C(=O)NC(=S)Nc1cc(C(F)(F)F)ccc1N1CCOCC1 | 1.7% | 1.0% | 10.8% | -0.2% | 11.9% | -4.7% | -6.7% | 12.6µM* | ? | -5.4% | 5.2
OC(C#CCN1CCOCC1)c1cccs1 (centres undefined) | 21.2% | -5.1% | 17.3% | 7.8% | -11.2% | 2.8% | 8.9% | -15.5% | 0.8% | -12.2% | 3.5
CCOC(=O)CSc1nc2sc3c(c2c(=O)n1-c1ccccc1)CCN(C(C)C)C3 | 18.0% | ? | 2.4% | -9.1% | 0.4% | -3.5% | -1.0% | -1.9% | -12.7% | . | 38.5[activator]
COc1ccc(-c2noc(-c3cccc(Cl)c3)n2)cc1OC | 54.1% | 1.6% | ? | 28.3% | ? | ? | ? | -16.7% | 20.1% | 0.2% | 4.5
Cc1noc(C)c1CNCc1ccccc1 | 12.6% | ? | -0.6% | -1.8% | -0.5% | -1.7% | -5.4% | -15.1% | -5.9% | . | -3.5
COc1ccc(C(=O)Oc2cc(C)c(CN3CCOCC3)cc2C)cc1OC | -19.8% | -7.0% | . | -7.6% | 3.6% | -7.6% | -0.2% | 25.0% | 3.8% | -4.7% | 4.9
COCCNC(=S)N(C)C1(c2ccccc2Cl)CCCCC1=O (centres undefined) | -13.4% | 9.7% | -2.4% | 0.4% | -0.4% | -0.7% | -1.3% | -42.9% | 3.9% | 5.8% | 16.5
CC(C)(C)OC(=O)N1CCC(CC2CC(c3cccc(Br)c3)=NO2)(C(=O)O)CC1 (centres undefined) | 18.2% | -17.4% | 4.0% | -6.1% | -17.3% | -0.2% | -1.7% | 21.7% | -2.0% | 2.1% | 3.9
O=C(CCCCCCCC(=O)NCC1CCCO1)NCC1CCCO1 (centres undefined) | 11.5% | 8.0% | 8.1% | -3.0% | 0.1% | -4.9% | -3.2% | 11.5% | -0.2% | -5.8% | 5.9
C=CCn1c2ccccc2c(=O)c2cc(C#CC3(O)CCCCC3)ccc21 | ? | -6.4% | . | 0.708µM* | 0.757µM* | ? | 1.26µM* | ? | ? | 7.9% | ?

# Some of the compounds tested; count on the stated rates, not on these rows.
